Screening data: PubChem BioAssay, several laboratories
M18AAP inhibitor – PfM18AAP enzyme inhibition | recombinant PfM18AAP, H-Glu-NHMec fluorogenic cleavage | inhibition, % at 7.35 µM | 290,000 tested, 1.2% active | AID 1822;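 active = inhibition above the campaign mean inhibition over all tested compounds plus 3 SD, cut at about 28% in these data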;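 note: 0% = plate median of test compound wells and 100% = 2 mM ZnCl2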
MEKK2 mut-MEK5 – signal of MEK5 binding to mutant human MEKK2 PB1 domain | bead flow cytometry, Alexa488-MEK5 binding to MEKK2 mutant | percent response, % at 10 µM | 290,000 tested, 0.35% active | AID 1530; in the data active = percent response above about 24%, passing the limit was not always enough; note: inactives centre near 1; some results filed as inactive read as strong as hits
NALP1 yeast inh – blocks the NALP1 inflammasome reconstituted in yeast | S. cerevisiae NALP1/ASC/caspase-1 growth, X-gal OD620, 72 h | inhibition, % at 10 µM | 280,000 tested, 0.61% active; in the data active = inhibition mostly above about 24%, no sharp cut-off; inactive = mostly below about 32%; note: some compounds called inactive have numbers as strong as hits
V1R ag counter – counter-screen for oxytocin receptor agonists: human V1a receptor agonists | AID 2797 | activation, % at 3 µM | CHO-V1R cells, Fluo-8 calcium fluorescence, agonist mode; 0% DMSO, 100% 3 nM vasopressin | P37288 | 320,000 tested, 0.25% active;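 active = activation above the mean activation of all tested compounds plus 3 SD, per screening run, cut at about 20% in these data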;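 note: signal is peak over basal fluorescence ratio across a 100 second FLIPR read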
Target sequence (P37288 whole entry, looked up): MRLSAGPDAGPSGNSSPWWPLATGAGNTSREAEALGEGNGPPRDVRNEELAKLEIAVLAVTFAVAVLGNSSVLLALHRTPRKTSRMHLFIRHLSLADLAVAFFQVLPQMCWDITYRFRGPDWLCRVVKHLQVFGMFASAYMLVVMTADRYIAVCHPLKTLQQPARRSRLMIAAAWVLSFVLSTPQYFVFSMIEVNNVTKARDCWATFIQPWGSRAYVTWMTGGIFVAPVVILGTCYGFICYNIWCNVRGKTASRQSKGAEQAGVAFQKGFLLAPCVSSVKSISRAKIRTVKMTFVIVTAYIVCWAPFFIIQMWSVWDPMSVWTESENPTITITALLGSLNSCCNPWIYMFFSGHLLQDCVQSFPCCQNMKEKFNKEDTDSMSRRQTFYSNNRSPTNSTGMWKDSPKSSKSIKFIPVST
OXTR ag – human OXTR agonism. P30559. CHO-OTR cells, Fluo-8 calcium fluorescence; normalized: DMSO 0%, oxytocin 100%. activation, % at 3 µM. 320,000 tested, 0.32% active. AID 2435;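 active = activation above the mean of all tested compounds plus 3 SD, cutoff set per screening run, cut at about 20% in these data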;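 note: peak over basal fluorescence ratio from a 100 s FLIPR kinetic read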
Target sequence (P30559 whole entry, looked up): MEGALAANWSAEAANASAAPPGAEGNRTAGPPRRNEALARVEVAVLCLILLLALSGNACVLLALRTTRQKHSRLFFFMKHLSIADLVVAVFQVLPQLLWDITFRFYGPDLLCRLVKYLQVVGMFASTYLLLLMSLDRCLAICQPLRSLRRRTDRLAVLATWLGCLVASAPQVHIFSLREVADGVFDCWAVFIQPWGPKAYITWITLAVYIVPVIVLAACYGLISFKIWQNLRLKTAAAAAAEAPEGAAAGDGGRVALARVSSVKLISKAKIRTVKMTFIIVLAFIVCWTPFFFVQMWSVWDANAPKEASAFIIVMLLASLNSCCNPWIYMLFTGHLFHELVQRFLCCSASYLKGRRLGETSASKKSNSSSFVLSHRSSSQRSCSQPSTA
MEKK2wt PB1 HTS – raises or lowers MEK5 binding to wildtype human MEKK2 PB1 domain. AID 1531. binding response (% of control), % at 10 µM. bead flow cytometry, Alexa488-MEK5 binding to MEKK2 WT; actives lie on both sides. 290,000 tested, 1.1% active; in the data active = binding response below about 67% or above about 130%
GPR7 antagonist – blocks human GPR7 receptor signaling; GPR7-expressing cells, fluorescence antagonist assay; inhibition, % at 4.4 µM; P48145; 290,000 tested, 1.1% active; in the data active = inhibition above about 16%, passing the limit was not always enough;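 note: cells stimulated with the agonist NPW; 0% = agonist with vehicle and 100% = vehicle without agonist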
GalR3 antagonist – antagonists of human GalR3; O60755; HEK293 GalR3-CNG cAMP membrane potential fluorescence; galR3 body fused to GalR1 C-terminus; inhibition, % at 3 µM; 360,000 tested, 0.44% active;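 active = inhibition above the screen-wide average plus 3 SD, cut at about 13% in these data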;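 note: forskolin and galanin both at EC90 stimulate the cells; cAMP rise reported by CNG channel membrane potential dye signal; 0% = forskolin plus galanin with DMSO and 100% = forskolin alone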
OXTR potentiator – potentiates the human oxytocin receptor response; P30559; CHO-OTR cells, Fluo-8 calcium fluorescence, potentiator mode; 0% = oxytocin EC15, 100% = EC100; activation, % at 3 µM; 320,000 tested, 0.061% active;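 active = activation above that plate's cutoff, the mean activation of tested compounds plus 3 SD, cut at about 6.6% in these data, passing the limit was not always enough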;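 note: 100% uses oxytocin at 75 nM as the full agonist control; some results filed as inactive read as strong as hits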
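Material: human OTR in CHO cells. Compound: 3.0 µM, one dose. Timing: compound 6 min at room temperature before oxytocin, 100 s read. Evaluation: % activation of max/min ratio relative to oxytocin controls. Replication: single well per compound, singlicate. Signal: Fluo-8 calcium dye fluorescence.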
Active calls of the source: *; · = not tested or not shown; [ ] = dose if it differs, or a comment.

SMILES | M18AAP inhibitor | MEKK2 mut-MEK5 | NALP1 yeast inh | V1R ag counter | OXTR ag | MEKK2wt PB1 HTS | GPR7 antagonist | GalR3 antagonist | OXTR potentiator
O=C(O)CCCn1cc(NC(=O)c2c(F)cccc2F)cn1 | 6 | -15 | -4 | 0.2 | 0.4 | 92 | -1 | 15* | -5
O=C(Nc1nc(-c2ccccc2)cs1)c1cccc([N+](=O)[O-])c1C(=O)O | -10 | 14 | 32 | -0.3 | 0.0 | 100 | -9 | -5 | -4
CCC(=O)c1cc2c(C)cc(=O)oc2c(C)c1O | 4 | -1 | 4 | -0.9 | -0.9 | 99 | -8 | -7 | -9
O=c1[nH]c2cc3c(cc2cc1CN(Cc1ccc2c(c1)OCO2)Cc1nnnn1CC1CCCO1)OCO3 (stereo not drawn) | 5 | 3 | 0 | 1.7 | 1.4 | 102 | -3 | -5 | -4
COc1ccc(OC)c(CN2CCN(c3ccccc3OC)CC2)c1 | -9 | · | -6 | -0.9 | -0.5 | · | 2 | -5 | 5
CCn1c2ccccc2c2cc(NC(=O)COC(=O)c3ccc(NC(=O)CC#N)cc3)ccc21 | · | · | · | -0.4 | -0.8 | · | · | 0 | -3
Cc1ccc(C)c(C(=O)C(C)OC(=O)c2cccn2C)c1 (stereo not drawn) | -21 | 1 | -3 | -0.8 | -2.1 | 103 | -9 | -3 | -2
Cc1cccc(C)c1NC(=O)NC1(C(=O)NCC2CCCO2)CCCCC1 (stereo not drawn) | 1 | -6 | 8 | -0.1 | 0.0 | 96 | 4 | -8 | -11
O=C1OC(N2CCN(C/C=C/c3ccccc3)CC2)c2ccccc21 (stereo not drawn) | -17 | · | -12 | 0.2 | 0.1 | · | -4 | -7 | -8
Cc1ccc(C)c(NC(=O)CSc2nnc(Cc3cccn3C)n2-c2ccc(F)cc2)c1 | 3 | 3 | 30 | 0.4 | 0.2 | 102 | 2 | 1 | 1
Cc1ccc(C2=NCN(c3ccc(C(=O)O)cc3)C(=S)N2)cc1 | 0 | -2 | -2 | -0.1 | -0.8 | 93 | 1 | · | -11
CON/C=C(\C=Nc1ccc(Cl)cc1)c1ncc(C(F)(F)F)cc1Cl | -5 | -6 | 25 | -0.8 | -0.7 | 106 | 16 | -6 | -8
Cc1c(NC(=O)COC(=O)c2c3c(nc4ccccc24)CCCC3)c(=O)n(-c2ccccc2)n1C | -3 | 2 | 6 | -1.4 | -1.8 | 106 | -10 | -2 | -8
CCOC(=O)CN(C(=O)CSc1nnc(CNc2ccc(F)cc2)n1C)c1ccccc1 | 5 | 9 | 2 | -0.1 | -1.1 | 107 | 7 | -5 | -2
Cc1ccc(C(=O)N2C(=O)c3cccc(N)c3C2=O)o1 | -2 | 2 | -10 | -1.0 | -1.8 | 100 | 0 | -1 | -5
O=c1[nH]c(CN2CCN(Cc3ccccc3)CC2)nc2scc(-c3ccccc3)c12 | -6 | -33 | · | 2.4 | 1.3 | 78 | -4 | -2 | -10
CN(C)c1ncc([N+](=O)[O-])cc1C(F)(F)F | -7 | 6 | 2 | -2.2 | 1.4 | 99 | -11 | -4 | -3
Cc1ccccc1C(=O)N1CCC(C(=O)NC2CCCCCC2)CC1 | 3 | 1 | 2 | 1.4 | 1.0 | 98 | 2 | 0 | -6
Fc1ccc(-c2ccnc3nc(-n4cccc4)nn23)cc1 | -11 | -5 | -2 | -1.6 | -0.6 | 95 | -8 | -1 | -4
O=C(c1ccc(Br)cc1)N1CCC(C(=O)N2CCN(c3ccccc3)CC2)CC1 | -6 | 5 | 28 | 3.9 | 1.0 | 101 | 17 | -5 | 0
Cc1ccc(S(=O)(=O)NCc2ccc3c(c2)cc(C)n3C)cc1 | 5 | -15 | 32 | 1.5 | -1.2 | 51*[inhibitor] | 5 | · | -4
CC(C)N(Cc1ccccc1)C(=O)CN1C(=O)NC2(CCCc3ccccc32)C1=O (stereo not drawn) | -1 | 9 | 11 | -0.3 | 0.3 | 109 | -11 | -1 | -10
O=C(CCCNS(=O)(=O)c1cccs1)N1CCN(c2cccc(Cl)c2)CC1 | 6 | 3 | 24 | 5.1 | 6.7 | 110 | 8 | -6 | -29
CCn1nnnc1SCC(=O)Nc1nnc(C(C)C)s1 | -11 | 3 | 0 | -0.3 | 1.4 | 100 | -6 | -3 | -7
COc1cccc(C(=O)Nc2ccc(NC(=O)C3CCCCC3)nc2)c1 | 3 | 2 | -3 | · | · | 106 | -6 | -10 | ·
CC(C)(C)C(=O)N1CCN(c2ccnc3cc(Cl)ccc23)CC1 | 7 | 1 | -69 | 2.0 | 0.6 | 110 | 2 | -9 | -4
CC(=O)c1ccc(NC(=O)C2CCN(S(=O)(=O)c3cccc4cccnc34)CC2)cc1 | 1 | 3 | 16 | 2.0 | 0.4 | 99 | -13 | -2 | 0
CCOC(=O)/C(=C\c1ccc([N+](=O)[O-])cc1)C(=O)c1cc(C(C)=O)c(Nc2ccccc2)s1 | 1 | 3 | -20 | 1.8 | 0.5 | 100 | -4 | -4 | -5
COc1cc(Cl)cc(C(c2c(C(=O)O)[nH]c3ccccc23)c2c(C(=O)O)[nH]c3ccccc23)c1O | 1 | 4 | -9 | 0.1 | 0.2 | 108 | -6 | -7 | 4
C#CC[N+](C)(C)CCCCCCCC | -10 | -1 | · | 0.3 | -0.2 | 108 | -4 | -4 | -4
COC(=O)C1N2C(=O)[C@@H](NC(=O)COc3ccccc3)[C@H]2SC1(C)C (stereo partly drawn) | · | -3 | · | 1.1 | 0.6 | 96 | · | -5 | -2
CCc1cccc(CC)c1NC(=O)COc1ccccc1C(=O)c1cc(C#N)c(=O)n(C2CCCCC2)c1 | -6 | -6 | 22 | 2.8 | 2.3 | 89 | 2 | -9 | -8
FC(F)(F)c1cc(-c2cccs2)nc2cc(-c3cccs3)nn12 | -2 | -25 | · | 0.9 | -0.3 | 86 | -6 | -6 | -5
COc1cc(CCC(=O)OCn2nnc3ccccc3c2=O)cc(OC)c1OC | 5 | 3 | 19 | 4.2 | 0.1 | 100 | -5 | -5 | -14
NC(=O)c1ccsc1NC(=O)COC(=O)/C=C/c1ccccc1 | · | · | · | 11 | 16 | · | · | 0 | -18
Cc1ccc(C)c(S(=O)(=O)NC2CCS(=O)(=O)C2)c1 (stereo not drawn) | · | · | · | 1.3 | 0.9 | · | · | -5 | -3
O=C(NN=Cc1c(F)c(F)c(F)c(F)c1F)c1ccc(NS(=O)(=O)c2cccs2)cc1 | · | · | · | 0.5 | -0.1 | · | · | -7 | -1
CCC1(c2ccccc2)NC(=O)N(CC(=O)N(CC(=O)Nc2ccccc2C(F)(F)F)Cc2ccco2)C1=O (stereo not drawn) | · | · | · | 11 | 19 | · | · | -3 | -20
CC(NC(=S)Nc1cccc(C(F)(F)F)c1)C(C)(C)C (stereo not drawn) | 1 | -3 | 5 | 6.5 | 8.3 | 97 | -4 | 2 | -12
COc1ccc(-c2[nH]ncc2CN(Cc2nccn2C)C(C)C)c(F)c1 | -2 | -13 | -6 | -0.3 | 0.7 | 77 | 2 | -5 | 3
CCN1CCN(C(=O)c2ccc(OC)c(S(=O)(=O)Nc3ccc(C)cc3)c2)CC1 | -7 | 0 | -8 | 1.9 | 0.6 | 103 | -1 | -1 | -13
CC(NC(=O)/C=C/c1ccc(Br)cc1)c1ccccc1 (stereo not drawn) | 5 | -2 | 8 | 0.9 | -1.8 | 92 | 17 | -2 | -12
COc1cccc(/C=C2\SC(=S)N(CCCC(=O)Nc3ccc(C(=O)O)cc3)C2=O)c1 | 1 | 5 | 14 | 0.5 | -1.0 | 107 | -10 | -2 | -14
COc1cccc(-n2c(=O)c3sccc3n(CC(=O)NC3CCCC3)c2=O)c1 | 2 | 8 | 7 | -0.8 | -0.2 | 100 | -7 | -10 | -2
COc1cccc(NC(=O)COC(=O)c2ccccc2F)c1 | 4 | 14 | 16 | 0.7 | 0.1 | 98 | 15 | 1 | -2

Entries of single compounds as entered above. Order of values: M18AAP inhibitor, MEKK2 mut-MEK5, NALP1 yeast inh, V1R ag counter, OXTR ag, MEKK2wt PB1 HTS, GPR7 antagonist, GalR3 antagonist, OXTR potentiator
`COC(=O)C1N2C(=O)[C@@H](NC(=O)COc3ccccc3)[C@H]2SC1(C)C` (stereo partly drawn) in the list: ·, -3, ·, 1.1, 0.6, 96, ·, -5, -2
`COc1cccc(-n2c(=O)c3sccc3n(CC(=O)NC3CCCC3)c2=O)c1` in the list: 2, 8, 7, -0.8, -0.2, 100, -7, -10, -2

(next part)
SMILES | M18AAP inhibitor | MEKK2 mut-MEK5 | NALP1 yeast inh | V1R ag counter | OXTR ag | MEKK2wt PB1 HTS | GPR7 antagonist | GalR3 antagonist | OXTR potentiator
CCCN1CCN(c2ccc(S(N)(=O)=O)cc2[N+](=O)[O-])CC1 | 5 | 0 | 4 | 0.8 | 0.8 | 101 | -6 | 4 | 2
COc1ccc(OC)c2c(C)cc(NCCN3CCOCC3)nc12 | -4 | 0 | 4 | -0.6 | 0.0 | 98 | -9 | -5 | -1
CSc1nncc(/C(C)=N\Nc2cccc(C)c2)n1 | 7 | · | 24 | 0.4 | -0.9 | · | -4 | -2 | 3
CC1CCc2c(sc3ncnc(SCC(=O)c4ccccc4)c23)C1 (stereo not drawn) | -9 | 10 | 7 | 1.0 | -0.5 | 100 | 5 | 2 | -11
CCc1ccc(NC(=O)C(C)n2nc(C)c([N+](=O)[O-])c2C)cc1 (stereo not drawn) | -2 | -2 | 5 | -0.9 | 0.0 | 75 | 0 | -4 | 1
COC(=O)c1cccc(NCN2C(=O)c3ccccc3C2=O)c1 | -2 | 3 | -8 | 0.5 | 0.4 | 104 | 15 | -6 | -6
CCc1nnc(NC(=O)CSc2nnc(-c3c[nH]c4ccccc34)n2CCOC)s1 | -5 | 5 | 15 | -0.5 | -2.1 | 108 | -2 | -2 | -5
O=C(Nc1ccc(Oc2cccc3ccccc23)cc1)c1ccco1 | 1 | -1 | -8 | 0.8 | -0.1 | 108 | 0 | -3 | -11
C/C(=N/Nc1ccc(C)cc1)C1(C)N(O)C(C)(C)C(c2ccco2)=[N+]1[O-] (stereo not drawn) | 8 | -12 | 2 | 0.3 | -0.6 | 90 | -7 | -6 | 2
COc1ccc(/C=N/NC(=O)CNC(=O)C2COc3ccccc3O2)cc1OC (stereo not drawn) | -3 | 2 | 3 | 0.0 | -1.2 | 103 | -3 | -8 | -13
CCOc1ccc(NC(=O)c2c(NC(=O)CNCCN3CCOCC3)sc3c2CCC3)cc1 | 21 | 5 | 0 | -0.3 | -0.5 | 105 | 9 | -2 | -4
CC/C(=N\NC(=O)c1ccc(N2CCCC2=O)cc1)c1ccccc1 | -1 | 3 | 12 | 1.0 | 0.9 | 101 | 1 | -8 | -4
CCOc1ccc(C(=O)NC(=S)Nc2ccc(N3CCCCC3)cc2)cc1[N+](=O)[O-] | 2 | 1 | -7 | -0.4 | -1.1 | 102 | 4 | -2 | -8
CCCC(=O)c1cc2ccccc2oc1=O | 1 | 1 | 13 | 0.3 | -0.7 | 102 | 12 | -1 | -10
Cc1nc2ccc([N+](=O)[O-])cc2c(=O)n1Cc1cccc(F)c1 | 1 | 8 | 1 | 1.4 | 0.4 | 107 | 18 | -8 | -4
O=C(CN1C(=O)/C(=C2/SC(=S)N(CCS(=O)(=O)O)C2=O)c2ccccc21)Nc1cccc(Br)c1 | · | · | · | 0.5 | 0.7 | · | · | -2 | 0
